Screens: PubChem BioAssay, several laboratories
GC-B act – GC-B (human) receptor activation. activation, % at 10 µM. 370,000 tested, 0.11% active. AID 1920062. HEK293-GC-B cells, CNP EC30, cGMP TR-FRET; 0% at EC30 CNP, 100% saturating CNP;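 active means activation at 10 µM reaching about 35% in either raw or pattern-adjusted values, limit read from the data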
ARFGAP1 inhibitor – inhibitors of rat ARFGAP1; AID 651572; inhibition, % at 16.5 µM; Q62848; Arfgap1-stimulated ARF1 GTP hydrolysis, GDP FP detection; 360,000 tested, 0.26% active;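 active means inhibition above a per-plate limit, mean inhibition of low control wells plus 3 SD, cut at about 25% in these data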;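 further: 0% = DMSO wells with enzyme and 100% = wells lacking Arfgap1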
Target sequence (Q62848 1-136 limits assumed): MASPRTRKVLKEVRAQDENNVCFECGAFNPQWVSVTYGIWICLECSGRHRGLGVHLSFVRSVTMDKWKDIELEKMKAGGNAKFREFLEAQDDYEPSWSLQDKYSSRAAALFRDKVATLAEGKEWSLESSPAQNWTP
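Assay system: Rat Arfgap1 GAP domain (His6, aa 1-136), purified enzyme | Buffer or medium: HEPES 25 mM pH 7.5, NaCl 150 mM, MgCl2, DTT | Schedule: GTP hydrolysis reaction 2 h at 25 °C | Signal: FP of antibody-bound GDP Alexa 633 tracer, ex 620/em 688 nm | Measure: Percent inhibition of Arfgap1-stimulated GTP hydrolysis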
HGIII-sPLA2 inh – Inhibits HGIII-sPLA2 liposome hydrolysis, primary screen. QFRET BODIPY PC-A2 liposome hydrolysis, fluorescence. inhibition, % at 12.2 µM. 370,000 tested, 0.56% active. AID 743126;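 active means inhibition above mean plus 3 SD of compounds lying within the high and low control bounds, cut at about 19% in these data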;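 further: 0% = median of test compound wells and 100% = no enzyme DMSO wells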
GC-A act – GC-A (human) enzyme activation | 370,000 tested, 0.14% active | HEK293 GC-A cells, cGMP TR-FRET, EC30 ANP; 0% at EC30 ANP, 100% saturating ANP | P16066 | activation, % at 10 µM; in the data active means activation above about 40%
DDE Tn6 FP inh – inhibitors of Tn6 peptide binding to human fibrin DD(E). P02675. Fibrin DD(E) TRITC-Tn6 fluorescence polarization displacement. inhibition, % at 8.3 µM. 370,000 tested, 0.21% active;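 active means inhibition above a per-campaign cutoff: mean of compounds within control limits plus 3 SD, cut at about 15% in these data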;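 further: 0% = median of all compound wells on the plate and 100% = blocking peptide control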
Target sequence (P02675 whole entry, looked up): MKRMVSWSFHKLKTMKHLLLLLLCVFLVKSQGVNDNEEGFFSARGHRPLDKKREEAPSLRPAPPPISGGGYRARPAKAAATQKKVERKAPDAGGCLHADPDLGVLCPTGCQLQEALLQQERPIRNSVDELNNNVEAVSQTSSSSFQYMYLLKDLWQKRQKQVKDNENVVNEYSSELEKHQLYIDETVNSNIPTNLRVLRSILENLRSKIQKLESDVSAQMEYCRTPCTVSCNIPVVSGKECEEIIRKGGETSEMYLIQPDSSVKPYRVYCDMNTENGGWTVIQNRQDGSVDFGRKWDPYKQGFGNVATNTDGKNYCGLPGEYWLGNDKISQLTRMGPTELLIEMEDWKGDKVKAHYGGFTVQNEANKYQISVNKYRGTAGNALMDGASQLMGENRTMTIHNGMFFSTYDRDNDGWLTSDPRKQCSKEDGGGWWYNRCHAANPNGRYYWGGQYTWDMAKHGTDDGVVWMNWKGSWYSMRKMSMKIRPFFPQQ
proKLK7 act – activators of human kallikrein-7 zymogen | P49862 | purified proKLK7, EDANS-DABCYL substrate fluorescence; 100% is mature enzyme control, 0% vehicle | activation, % at 7 µM | 370,000 tested, 0.9% active;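 active means activation above the mean of all tested compounds plus 3 SD, computed per campaign excluding outliers beyond control limits, cut at about 13% in these data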
Target sequence (P49862 whole entry, looked up): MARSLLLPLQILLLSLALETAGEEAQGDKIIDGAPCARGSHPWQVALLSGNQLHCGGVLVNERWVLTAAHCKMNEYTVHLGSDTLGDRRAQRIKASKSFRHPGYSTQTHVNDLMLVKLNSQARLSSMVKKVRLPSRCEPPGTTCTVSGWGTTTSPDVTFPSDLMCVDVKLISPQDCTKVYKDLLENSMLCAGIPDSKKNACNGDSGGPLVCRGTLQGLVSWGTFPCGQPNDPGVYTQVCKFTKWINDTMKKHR
ADAM10 inh – inhibitors of human ADAM10; recombinant ADAM10, EDANS/DABCYL FRET peptide cleavage, 3 h; inhibition, % at 7 µM; 370,000 tested, 0.62% active;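 active means inhibition above a per-campaign cutoff equal to the mean of compounds falling between control-based bounds plus 3 SD, cut at about 20% in these data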;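 further: 0% = DMSO wells while the 100% control is not disclosed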
ASAP1 GAP inh – blocks human ASAP1-stimulated Arf1 GTP hydrolysis | GDP FP detection | inhibition, % at 16.5 µM | Q9ULH1 | 360,000 tested, 0.19% active; in the data active means inhibition above about 25%;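 further: 0% = vehicle with enzyme and substrate and 100% = no enzyme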
FXN GAA850 act – activators of GAA850 frataxin (FXN) promoter | activation, % at 6 µM | 360,000 tested, 0.56% active | AID 540364 | HEK293 lucGAA850 FXN promoter luciferase reporter, 24 h; percent of 10 µM SAHA response;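 active means activation above the average of all compounds screened plus 3 SD, cutoff fixed separately per campaign, cut at about 7.5% in these data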;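 further: 0% = DMSO wells and 100% = 10 µM SAHA wells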
rCAG RNA binder – molecules binding r(CAG) RNA repeats; r(CAG) RNA repeat, TO-PRO-1 dye displacement fluorescence; AID 651821; inhibition, % at 3 µM; 370,000 tested, 1.3% active;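 active means inhibition above the plate cutoff, the mean of all test compounds on that plate plus 3 SD, cut at about 35% in these data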;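 further: 0% = DMSO alone and 100% = 100 µM mitoxantrone as full dye displacement; higher means more dye released from RNA so lower well fluorescence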
* = called active by the depositor; . = no result given.

Structure | GC-B act | ARFGAP1 inhibitor | HGIII-sPLA2 inh | GC-A act | DDE Tn6 FP inh | proKLK7 act | ADAM10 inh | ASAP1 GAP inh | FXN GAA850 act | rCAG RNA binder
CC1(C)CC(=O)CC(C2(O)C(=O)N(Cc3ccccc3)c3ccccc32)O1 (stereo not drawn) | -0.5 | -6.0 | 4.9 | -0.1 | -5.5 | -0.4 | -14.9 | -9.0 | -0.3 | -0.3
CCS(=O)(=O)c1ccc2oc(SCC(=O)NCCC3=CCCCC3)nc2c1 | -1.1 | 13.9 | -11.5 | 0.0 | -1.8 | 0.1 | -2.7 | 1.0 | -0.7 | -2.2
O=C(NCCN1CCOCC1)C1CCCN(S(=O)(=O)c2ccc(F)cc2)C1 (stereo not drawn) | -2.9 | 3.1 | 8.3 | 2.0 | -2.9 | 0.1 | -0.4 | -1.0 | 1.5 | -4.8
C#CCNC(=O)C[C@H]1C(=O)N(CC=C)C2=CCCC[C@@]21C(=O)OCC | 3.2 | . | 4.0 | -2.8 | 6.5 | 0.1 | -4.7 | . | . | 3.2
Cc1cccc(NC(=O)CSc2nc3ccccc3c3nc(CCc4c(C)n[nH]c4C)nn23)c1 | 13.1 | 2.4 | -10.6 | -0.7 | -6.3 | 0.2 | 2.2 | 3.0 | -11.7 | 4.0
CN(CCc1cnn(C)c1)C(=O)CCc1nnc(CCCc2ccccc2)o1 | 1.3 | -4.8 | -0.2 | 2.8 | 1.0 | 0.5 | -7.9 | -2.4 | 3.9 | -3.2
COCCC(=O)Nc1c(-c2ccccc2)c2cc(Br)ccc2[nH]c1=O | -8.0 | 1.6 | -6.4 | -3.9 | -2.1 | -0.6 | -2.7 | 3.8 | 2.6 | -0.2
O=C1c2c(-c3ccc(Br)cc3)noc2CCN1Cc1cn(Cc2ccccc2)nn1 | -3.4 | -2.4 | 3.1 | -2.3 | 2.5 | 0.3 | -6.6 | -17.5 | . | 1.8

Some of these compounds in order of molar mass, low to high.
Structure | GC-B act | ARFGAP1 inhibitor | HGIII-sPLA2 inh | GC-A act | DDE Tn6 FP inh | proKLK7 act | ADAM10 inh | ASAP1 GAP inh | FXN GAA850 act | rCAG RNA binder
C#CCNC(=O)C[C@H]1C(=O)N(CC=C)C2=CCCC[C@@]21C(=O)OCC | 3.2 | . | 4.0 | -2.8 | 6.5 | 0.1 | -4.7 | . | . | 3.2
CC1(C)CC(=O)CC(C2(O)C(=O)N(Cc3ccccc3)c3ccccc32)O1 (stereo not drawn) | -0.5 | -6.0 | 4.9 | -0.1 | -5.5 | -0.4 | -14.9 | -9.0 | -0.3 | -0.3
CN(CCc1cnn(C)c1)C(=O)CCc1nnc(CCCc2ccccc2)o1 | 1.3 | -4.8 | -0.2 | 2.8 | 1.0 | 0.5 | -7.9 | -2.4 | 3.9 | -3.2
O=C(NCCN1CCOCC1)C1CCCN(S(=O)(=O)c2ccc(F)cc2)C1 (stereo not drawn) | -2.9 | 3.1 | 8.3 | 2.0 | -2.9 | 0.1 | -0.4 | -1.0 | 1.5 | -4.8
COCCC(=O)Nc1c(-c2ccccc2)c2cc(Br)ccc2[nH]c1=O | -8.0 | 1.6 | -6.4 | -3.9 | -2.1 | -0.6 | -2.7 | 3.8 | 2.6 | -0.2
CCS(=O)(=O)c1ccc2oc(SCC(=O)NCCC3=CCCCC3)nc2c1 | -1.1 | 13.9 | -11.5 | 0.0 | -1.8 | 0.1 | -2.7 | 1.0 | -0.7 | -2.2
O=C1c2c(-c3ccc(Br)cc3)noc2CCN1Cc1cn(Cc2ccccc2)nn1 | -3.4 | -2.4 | 3.1 | -2.3 | 2.5 | 0.3 | -6.6 | -17.5 | . | 1.8
Cc1cccc(NC(=O)CSc2nc3ccccc3c3nc(CCc4c(C)n[nH]c4C)nn23)c1 | 13.1 | 2.4 | -10.6 | -0.7 | -6.3 | 0.2 | 2.2 | 3.0 | -11.7 | 4.0

Additional structures follow.
Structure | GC-B act | ARFGAP1 inhibitor | HGIII-sPLA2 inh | GC-A act | DDE Tn6 FP inh | proKLK7 act | ADAM10 inh | ASAP1 GAP inh | FXN GAA850 act | rCAG RNA binder
Cc1cc2ccccn2c1C(=O)Nc1cccc(Cl)c1 | -3.2 | 9.2 | 12.0 | -1.9 | -8.9 | -5.0 | -123.4 | 2.0 | 3.1 | 5.0
CCC(C(=O)NCCc1ccccc1)c1ccccc1 (stereo not drawn) | 0.3 | -4.6 | 2.2 | -4.8 | 0.5 | 0.5 | -4.9 | 4.0 | 1.3 | -4.1
Cc1ccc(N(CC(=O)NC2CCCC2)C(=O)CNC(=O)c2cccs2)cc1F | 1.1 | 3.0 | -1.5 | 1.1 | -0.8 | 0.8 | 6.2 | -2.2 | 1.9 | -4.8
CCOc1ccc(CN2CCC(C(=O)Nc3cccc(-c4ccn[nH]4)c3)CC2)cc1Cl | 0.5 | 2.3 | -16.8 | -0.5 | 0.4 | 0.0 | 1.3 | -12.6 | 1.4 | -3.1
CCOC(=O)N1CCN(S(=O)(=O)c2cc(OCC)ccc2OCC)CC1 | 0.2 | 3.3 | 3.6 | -6.1 | 0.3 | 0.0 | -0.5 | -1.9 | 3.2 | -6.3
Cc1cc(SCc2cc(=O)n3ccsc3n2)nc2ccccc12 | 0.5 | 1.2 | 1.2 | 0.4 | -0.4 | 0.6 | -2.1 | 7.2 | 2.5 | -2.1
COC(=O)c1cc(NC(=O)COC(=O)CCc2c[nH]c3ccccc23)cc(C(=O)OC)c1 | -6.4 | 14.5 | -10.5 | -14.5 | -4.5 | 0.1 | -1.1 | -4.7 | 1.2 | -0.2
CCOc1ccc(S(=O)(=O)Nc2cc(S(=O)(=O)N3CCOCC3)ccc2OC)cc1 | -1.8 | 1.1 | -0.8 | -1.9 | -5.5 | -0.8 | -3.8 | 10.1 | -2.1 | 9.2

Additional compounds follow.
Every second line gives: GC-B act | ARFGAP1 inhibitor | HGIII-sPLA2 inh | GC-A act | DDE Tn6 FP inh | proKLK7 act | ADAM10 inh | ASAP1 GAP inh | FXN GAA850 act | rCAG RNA binder
- C#CCSc1nc(=O)c2cccnc2n1-c1ccc(C)cc1
  -4.6 | -1.3 | 4.6 | 2.6 | 5.5 | 0.0 | -4.9 | 0.7 | 3.3 | -4.5
- O=C(O)C1CCCN(CCC=C(c2ccccc2)c2ccccc2)C1 (stereo not drawn)
  -0.8 | -5.6 | 9.7 | 1.3 | -7.0 | 0.7 | -4.2 | 10.2 | 0.4 | 0.0
- Cc1ccc(NC(=O)C2CCCN(S(=O)(=O)c3cccc4nonc34)C2)cc1 (stereo not drawn)
  5.1 | 16.2 | 5.6 | -2.9 | 3.7 | -0.3 | -0.6 | -11.0 | -1.3 | 0.7
- COc1ccc(Br)cc1CN1CCSCC1
  -1.4 | -4.0 | 10.4 | -8.1 | 6.9 | -0.7 | 7.0 | 0.4 | -1.5 | -4.3
- CCOC(=O)C(=O)N(C)c1c(CC)nc2c(OCc3cc(Cl)cc(Cl)c3)cccn12
  -6.7 | 0.0 | 1.4 | -6.6 | -3.5 | 0.3 | 4.9 | 9.2 | 1.7 | 1.3
- CCCS(=O)(=O)N1CCC(C(=O)NCC2CCCO2)CC1 (stereo not drawn)
  1.1 | 0.2 | 5.7 | 3.5 | 5.3 | 0.4 | -1.8 | -12.4 | 0.3 | 1.2
- CNC[C@H]1OCCCC[C@H](C)Oc2ccc(NC(=O)CCCN(C)C)cc2C(=O)N([C@H](C)CO)C[C@@H]1C
  3.5 | 2.2 | 7.7 | 4.2 | -1.3 | 0.3 | -8.9 | -5.1 | -0.1 | 4.5
- CCN(CC)CCCC(C)n1c(C)cc(C(=O)NS(=O)(=O)c2ccc(C)cc2)c1C (stereo not drawn)
  2.4 | -1.7 | 0.5 | 1.1 | 1.3 | 0.0 | -10.8 | 7.5 | 0.5 | 3.0
- O=C1C(=O)N(Cc2cccnc2)C(c2cccc(F)c2)/C1=C(/O)c1ccc2c(c1)OCO2 (stereo not drawn)
  7.0 | 11.9 | 4.4 | 23.9 | 4.3 | 0.4 | -14.6 | -1.4 | 0.6 | -3.2

2 entries from above, field by field:
CCCS(=O)(=O)N1CCC(C(=O)NCC2CCCO2)CC1 (stereo not drawn)
- GC-B act: 1.1
- ARFGAP1 inhibitor: 0.2
- HGIII-sPLA2 inh: 5.7
- GC-A act: 3.5
- DDE Tn6 FP inh: 5.3
- proKLK7 act: 0.4
- ADAM10 inh: -1.8
- ASAP1 GAP inh: -12.4
- FXN GAA850 act: 0.3
- rCAG RNA binder: 1.2
CNC[C@H]1OCCCC[C@H](C)Oc2ccc(NC(=O)CCCN(C)C)cc2C(=O)N([C@H](C)CO)C[C@@H]1C
- GC-B act: 3.5
- ARFGAP1 inhibitor: 2.2
- HGIII-sPLA2 inh: 7.7
- GC-A act: 4.2
- DDE Tn6 FP inh: -1.3
- proKLK7 act: 0.3
- ADAM10 inh: -8.9
- ASAP1 GAP inh: -5.1
- FXN GAA850 act: -0.1
- rCAG RNA binder: 4.5
